IkB signaling: suppresses IkB signaling in ABC-DLBCL reporter cells. AID 445. ABC-DLBCL IkBa-CBG/CBR dual luciferase ratio, 4 h; response scale: scaled: untreated 0%, proteasome inhibitor 100%. Potency, µM (top dose mostly 57.1 µM), for the others: at the highest dose IkBa stabilization activation. 110,000 tested, 0.04% active; active = well fitted curve in the direction sought with a large enough effect in the signal ratio, not every such curve was filed as active; inconclusive = small, poorly fitted or top-dose-only effect, or a change in a side signal; the % refers to the signal ratio;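 also: the direction sought is a rising ratio; 0% = basal untreated cells and 100% = reference inhibitor full response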
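Luminescence ratio of IκBα-fused green versus native red beetle luciferase in OCI-Ly3 cells, 4 h post-doxycycline with compound; red signal alone, scaled from basal (0%) to zero light (-100%), flagged nonspecific or cytotoxic effects.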
p53ts 39C tox: kills p53ts cells at the nonpermissive temperature; H1299-p53A138V viability at 39C, ATP luminescence, 24 h; Potency, µM (doses to about 46.1 µM), for inactives: at the top dose activity change, negative = cell killing, hits mostly cytotoxic; 130,000 tested, 1.5% active; AID 902; also: nearly all actives have a fitted effect of over 55% in size
Peg3 imprint: inducers of genomic imprint erasure in mouse ES cells; mouse ES Peg3-LacZ reporter, beta-gal luminescence, 40 h; Potency, µM (top dose mostly 60.7 µM), for the others: top-dose activity change, positive = activation, usual class: activators; 110,000 tested, 0.02% active; AID 1948;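 also: 0% = negative control wells on the plate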
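Readout: BetaGlo luminescence (5 min, room temp) for LacZ from the normally silent maternal Peg3 allele in female Peg3LacZ-Neo ES cells. Cells 300/well, 40 h, 37C, 5% CO2. Data normalized per plate to negative controls.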
p53ts 32C tox: p53ts cell cytotoxicity, permissive temperature; 130,000 tested, 0.93% active; H1299-p53A138V at 32C, ATP luminescence viability, 24 h; Potency, µM (series often up to 46.1 µM), for inactives: at the highest dose activity change, negative = cytotoxicity, hits mostly cytotoxic;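 also: 0% = DMSO and -100% = full killing by reference compound; nearly all actives have a fitted effect of over 55% in size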
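ATP-content luminescence (ATPlite) read-out after 24 h compound exposure at 32C in H1299-p53A138V cells (600/well). Tested up to 46 uM. Normalized to DMSO (0%) and 100 uM tamoxifen (100% killing); Hill-fit AC50.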
The depositor's hits bear a star; u = inconclusive; x = no result given; [ ] = another dose, or the depositor's remark. Unless noted, calls follow the shape of the dose curve; as a rule, active = well fitted curve in the direction sought with a large enough effect; inconclusive = small, poorly fitted or top-dose-only effect, or another doubt; inactive = no such curve, though single readings can be large; an effect the other way counts as inactive or inconclusive. Unless noted, % is scaled to controls: 0 for no effect and ±100 for the full control effect; potency is read from the fitted curve at half-maximal effect.

SMILES	IkB signaling	p53ts 39C tox	Peg3 imprint	p53ts 32C tox
CCNC(=O)c1c(N)sc2c1CCCCC2	-1.6%	-5%	-7%	1%
COC(=O)c1sc(=S)n(-c2cccc(Cl)c2)c1N	-1.8%	3%	3%	1%
CC(C)[C@H](NC(=O)OC(C)(C)C)c1nnc(S(=O)(=O)Cc2c(F)cccc2Cl)o1	u	20%	-40%[inhibitor]	-7%
Cc1oc2c(c1C(=O)Nc1cccc(Br)c1)C1=NCCN1C=N2	-2.1%	-16%	23%[10.9 µM]	6%
CCOC(=O)Cn1c(=O)c2c(nc3n2CCN3c2ccc(C)cc2)n(C)c1=O	0.2%	8%	-2%	1%
CCOC(=O)CCc1c(C)c2ccc(O)cc2oc1=O	-2.2%	2%	-2%	-6%
C=C(C)C(=O)OCCCCCC	-0.9%	-10%	3%	3%[1.84 µM]
CCCCCCN(C(=O)CCCCCN1C(=O)NC(c2cccc([N+](=O)[O-])c2)C(C(=O)OCc2ccccc2)=C1C)C(C(=O)NCCCC)c1ccc(OCC(=O)OC)c(C(=O)OC)c1 (centres undefined)	x	7%	-12%	4%
O=C(Cn1ccccc1=O)c1cccs1	0.3%	-9%	-1%	7%
Cc1ccc(-n2c(C(C)n3nc(C)c([N+](=O)[O-])c3C)n[nH]c2=S)cc1 (centres undefined)	x	7%	x	4%
CC(=O)c1c[nH]c2ccc(C)cc2c1=O	1.0%	-8%	-12%	2%
O=c1c(Cc2ccccc2)c(O)nc2n1CCS2	0.4%	-2%	-11%	5%
CCC(C)(C)n1nnnc1C(C(C)C)N1CCC(C(N)=O)CC1 (centres undefined)	-0.9%	17%	-3%	3%
Cc1ccc(C(=O)n2cnnc2N)cc1C	7.2%	-4%	-16%	-17%
Cc1cc(=O)oc(C)c1C(=O)NCC1COc2ccccc2O1 (centres undefined)	1.2%	9%	-11%	10%
COc1cccc(Cn2nnc(C(=O)Nc3cc(Cl)ccc3OC)c2N)c1	4.7%	-22%	-21%	-15%
O=C1CC(c2c(F)cccc2Cl)c2c(ccc3ccccc23)N1 (centres undefined)	u	-9%	8%[10.9 µM]	17%
CCOC(=O)c1[nH]c(C)c(C(=O)NCCN2CCOCC2)c1C	-3.0%	6%	5%	5%
CC(=O)N1CCc2cc(Br)cc(S(=O)(=O)N3CCC(C)CC3)c21	u	16%	-2%[10.9 µM]	-3%
O=C(Nc1ccc(F)cc1)Nc1ccc2snnc2c1	-0.5%	-40%	-9%[10.9 µM]	19%
CC1=C(C(=O)OCCOC(C)C)C(c2cccnc2)C2=C(CCCC2=O)N1 (centres undefined)	0.6%	4%	-7%	0%
Cc1ccc(CNC(=O)CCc2nc3ccccc3c(=O)[nH]2)cc1	0.0%	0%	-9%	-1%
Cc1cccc(N2CCN(C(=O)c3cnn(-c4ccccc4)c3C3CCN(C(=O)OC(C)(C)C)CC3)CC2)c1C	u	0%	-3%[10.9 µM]	16%
O=C(O)c1ccc(Cn2c(SCc3ccc(F)cc3)nc3ccncc32)cc1	u	-19%	-10%[10.9 µM]	-21%
COc1ccc(N2CC(O)=C(c3nc(C)cs3)C2=N)cc1	-0.8%	-9%	1%	4%

Continuation.
SMILES	IkB signaling	p53ts 39C tox	Peg3 imprint	p53ts 32C tox
COc1cc(S(=O)(=O)NCC2COCCO2)ccc1-n1cnnn1 (centres undefined)	-1.3%	0%	-4%	0%
CC(C)(C)SCCNC(=O)CN(c1ccc(F)cc1)S(C)(=O)=O	0.3%	13%	1%	1%
CC1CCN(C(=O)C2CCN(CCCc3ccccc3)CC2)CC1	0.5%	-14%	x	-6%
COc1ccc(-c2c(C)c3ccc(O)c(CN4CCOCC4)c3oc2=O)cc1OC	0.5%	0%	-7%[10.9 µM]	-2%
C=CCn1c(-c2cccs2)nc2nc3ccccc3nc21	-1.9%	u	-34%[inhibitor]	u
CCOc1ccccc1NC(=O)Cn1c(=O)n(Cc2ccccc2)c(=O)c2c(C)c(C)sc21	u	12%	-5%[10.9 µM]	6%
Cc1nn2cc(-c3ccc(Cl)cc3)nc2s1	-0.6%	u	-14%	u
CCn1c2ccccc2c2cc(CN3CCN(Cc4ccccc4F)CC3)ccc21	u	19%	-15%[10.9 µM]	-7%
CC(=O)N(c1ccc(C(C)C)cc1)C1C=CS(=O)(=O)C1 (centres undefined)	2.7%	18%	1%	-1%
Cc1ccc(CS(=O)(=O)CCC(=O)NCCN2CCCCC2C)cc1 (centres undefined)	5.1%	4%	-8%	2%
CCOC(=O)c1sc(-c2ccccc2)cc1N	0.4%	-14%	-12%	-8%
CC(C)=CCC/C(C)=C\COc1c2ccoc2cc2oc(=O)ccc12	x	-19%	-7%	-11%
CCOc1ccc(/C(O)=C2/C(=O)C(=O)N(CCOCCO)C2c2cccnc2)cc1 (centres undefined)	0.1%	3%	23%	7%
Cc1cc(C)n(-c2nc3ccccc3nc2Nc2ccc(N(C)C)cc2)n1	11%	-2%	-9%[10.9 µM]	16%
COc1cccc(CNC(=O)Cn2ncc3c(=O)oc4ccccc4c32)c1	1.7%	26%	14%[10.9 µM]	1%
Cc1ccc(S(=O)(=O)N2CCc3cc(C(=O)N(C)Cc4ccccc4)ccc32)cc1	u	-13%	-8%[10.9 µM]	8%
O=C(NCCCN1CCOCC1)c1c(O)c2cc(Br)cc(Br)c2[nH]c1=O	-1.1%	7%	-10%	0%
CCOC(=O)C1CCN(C(=O)Nc2ccc3nc(C)c(C)nc3c2)CC1	7.7%	10%	-12%	6%
N#Cc1c(N)c(C#N)c(-c2ccc(O)cc2)c2c1CCCC2	u	4%	-8%	-1%
COc1ccc(-c2noc(-c3ccc(NCc4cccnc4)c([N+](=O)[O-])c3)n2)cc1OC	-1.6%	10%	3%[10.9 µM]	-14%
O=c1c2c3c(sc2n2cnnc2n1-c1ccccc1)N(Cc1ccccc1)CCC3	-1.2%	9%	-11%	10%
CN(C)c1ncc2nc(-c3ccc(F)cc3)c(=O)n(C)c2n1	-1.3%[11.4 µM]	-23%	2%	-12%
COC(=O)c1ccccc1NC(=O)Cn1nc(C(F)(F)F)c2c1CCC2	0.6%	-11%	-10%	15%
Cc1noc(C)c1CSc1nnc(-c2c[nH]c3ccccc23)n1-c1ccc(Cl)cc1	0.3%	0%	-11%	-1%
COCCN(CCOC)S(=O)(=O)c1ccc(OC)cc1	0.6%	-1%	2%	-8%

Continued:
SMILES	IkB signaling	p53ts 39C tox	Peg3 imprint	p53ts 32C tox
COc1ccc(-n2c(Cc3cccn3C)nnc2SCC(=O)Nc2ccc3c(c2)OCO3)cc1	-0.5%	8%	-20%	-8%
CCOCCSc1c(C)cnc2c1c(=O)n(C)c(=O)n2C	0.6%	11%	-6%[10.9 µM]	-11%
CC(OC(=O)c1ccco1)C(=O)NCc1cccs1 (centres undefined)	-1.2%	1%	-5%	-9%
CCOC(=O)c1ccc(N2C(=O)c3n[nH]c(-c4cccs4)c3C2c2cccc(O)c2)cc1 (centres undefined)	u	u	-14%[10.9 µM]	u
CCOC(=O)C1=C(C)Nc2nc(C)nn2C1c1ccc(C)cc1 (centres undefined)	-2.0%	3%	14%	10%
CCNc1ncc2nc(-c3ccc(OC)cc3)c(=O)n(C)c2n1	-0.4%[11.4 µM]	u	u	-28%
CCn1c(SCC(=O)Nc2nc(C)c(C)s2)nc2cccnc21	x	7%	x	6%
CC(OC(=O)c1cc2sccc2n1C)C(=O)NCc1ccco1 (centres undefined)	-1.2%	-1%	-10%	-1%
CC(=O)Nc1nonc1-c1nc2ccccc2n1CC1CC1	-3.1%	35%[activator]	-18%	40%[activator]
COc1ccc(OC)c(NC(=O)CC(=O)Nc2ccc3nc4n(c(=O)c3c2)CCCCC4)c1	u	-29%	-8%[10.9 µM]	-8%
COc1cc(CNn2cn[nH]c2=S)cc(Cl)c1OCc1ccc(F)cc1	x	14%	x	10%
CCCn1c(=O)c2[nH]c(-c3ccc(OCC(=O)Nc4ccc(C(C)=O)cc4)cc3)nc2n(CCC)c1=O	0.2%	-2%	-5%	-4%
O=C1CN(C(=O)COc2ccc(Cl)cc2)C(c2ccc(F)cc2)c2cc(Cl)ccc2N1 (centres undefined)	u	-9%	-3%[10.9 µM]	16%
COCCn1c(SCC(=O)Nc2ccc(Br)cc2)nc2c([nH]c3ccccc32)c1=O	3.4%	8%	16%[10.9 µM]	-4%
Cc1cc(C)n2cc(CSc3ncccc3C(=O)O)nc2n1	0.3%	-12%	-6%	0%
O=C(CCn1c(=O)c2cccn2c2ccc(F)cc21)NCCc1ccc(Cl)cc1	u	-19%	18%[10.9 µM]	6%
COc1ccc(OC)c(NC(=O)Cn2c(CCC(=O)O)ccc2-c2cccs2)c1	-2.7%	10%	1%	10%
CCc1ccc(-c2nc(CN3CCC(C(=O)NCCc4ccc(Cl)cc4)CC3)c(C)o2)cc1	u	-24%	-12%[10.9 µM]	2%
COc1ccc(NC(=O)Cn2nc3n(c2=S)CCC3)cc1	0.9%	-3%	3%	6%
CCc1nnc(NC(=O)c2nc(S(C)(=O)=O)ncc2Cl)s1	0.8%	u	-7%[10.9 µM]	-5%
Cc1ccc2oc(-c3cc(NC(=O)CC(C)C)ccc3Cl)nc2c1	5.5%	-25%	5%[10.9 µM]	-12%
O=C(NCCc1cccc(Cl)c1)c1cccnc1	-0.5%	6%	-10%	-9%
CCOC(=O)c1[nH]c(C)c(C(=O)NC2CCCCC2)c1C	-2.0%	10%	-6%	-3%
CCOc1nc(NCCO)nc(NCCC2=CCCCC2)n1	x	-5%	x	1%
COc1ccc(NC(=O)CSc2nnc(NC(=O)Nc3ccc(OC)cc3)s2)cc1	1.5%	u	-5%[10.9 µM]	-4%

Next part:
SMILES	IkB signaling	p53ts 39C tox	Peg3 imprint	p53ts 32C tox
CN1CCc2nc3sc(C(=O)c4ccc(F)cc4)c(N)c3cc2C1	u	-28%	10%[10.9 µM]	-10%
Cc1[nH]nc2c1C(c1cccc(O)c1)C1=C(CC(C)(C)CC1=O)N2 (centres undefined)	-2.1%	12%	-13%	5%
COC(=O)[C@@]1(Cc2ccccc2)[C@H]2c3cc(C(=O)N(C)C)n(CCSCCO)c3C[C@H]2CN1C(=O)c1ccccc1	x	-3%	-10%	10%
COc1cccc(C(=O)c2cn(CC(=O)Nc3cc(Cl)c(OC)cc3OC)c3nc(C)ccc3c2=O)c1	0.0%	-8%	-8%[10.9 µM]	3%
CCC(=O)N1CCc2cc(CNS(=O)(=O)c3ccc(CC(C)C)cc3)ccc21	0.4%	-2%	-6%[10.9 µM]	8%
Cc1cccc(OCC(=O)NCc2ccc3c(c2)CCN3C(=O)c2ccccc2)c1	0.0%	-34%	u	0%
CCC(=O)N1c2ccccc2CC1C(=O)N1CCN(c2cccc(OC)c2)CC1 (centres undefined)	u	-19%	4%[10.9 µM]	2%
Cc1ccc(C)c(N2CCN(c3nc4ccccc4n4c(C)nnc34)CC2)c1	-2.5%	-9%	26%[10.9 µM]	38%[activator]
COC(=O)c1sccc1NS(=O)(=O)c1ccc(OC)cc1	3.8%	9%	-20%	6%
CCOC(=O)C(CC)n1cnc2c(oc3ccccc32)c1=O (centres undefined)	0.4%	-10%	-4%	-6%

6 compounds drawn at random from the list so far, as already listed:
SMILES	IkB signaling	p53ts 39C tox	Peg3 imprint	p53ts 32C tox
COc1cccc(C(=O)c2cn(CC(=O)Nc3cc(Cl)c(OC)cc3OC)c3nc(C)ccc3c2=O)c1	0.0%	-8%	-8%[10.9 µM]	3%
COC(=O)c1sccc1NS(=O)(=O)c1ccc(OC)cc1	3.8%	9%	-20%	6%
COC(=O)[C@@]1(Cc2ccccc2)[C@H]2c3cc(C(=O)N(C)C)n(CCSCCO)c3C[C@H]2CN1C(=O)c1ccccc1	x	-3%	-10%	10%
Cc1[nH]nc2c1C(c1cccc(O)c1)C1=C(CC(C)(C)CC1=O)N2 (centres undefined)	-2.1%	12%	-13%	5%
CN1CCc2nc3sc(C(=O)c4ccc(F)cc4)c(N)c3cc2C1	u	-28%	10%[10.9 µM]	-10%
Cc1ccc(C)c(N2CCN(c3nc4ccccc4n4c(C)nnc34)CC2)c1	-2.5%	-9%	26%[10.9 µM]	38%[activator]

Compound profiles, from the list above. Screens in order: IkB signaling, p53ts 39C tox, Peg3 imprint, p53ts 32C tox
Profile of `Cc1cccc(N2CCN(C(=O)c3cnn(-c4ccccc4)c3C3CCN(C(=O)OC(C)(C)C)CC3)CC2)c1C` : u, 0%, -3%[10.9 µM], 16%
Profile of `CCC(=O)N1c2ccccc2CC1C(=O)N1CCN(c2cccc(OC)c2)CC1` (centres undefined) : u, -19%, 4%[10.9 µM], 2%

Assay outcomes (PubChem)
